Bioassay records from PubChem.
D3 antag: qHTS of D3 Dopamine Receptor Antagonist: qHTS; D3R cells, DiscoveRx beta-arrestin luminescence, antagonist mode; stronger effect = lower value; max response, negative = inhibition, %; D(3) dopamine receptor (Homo sapiens), P35462; actives 2.5% (n = 360,000); in the data active = max response below about -50%; inconclusive = no clear call, values can overlap the other calls; note: % is set by controls: 0 for no effect and ±100 for the full control effect; mostly tested at two doses, the higher about 12 µM
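Cells expressing the human receptor were seeded at 1500 cells/well, incubated overnight at 37 degrees C in 5% CO2, then exposed to library compounds with dopamine controls for 90 minutes at 37 degrees C before luminescent detection.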
TDP-43 yeast inh: qHTS of TDP-43 Inhibitors; TDP-43 expressing yeast growth rescue, BacTiter-Glo, 24 h; Potency, µM (doses to about 46.1 µM), for the others: at the highest dose growth rescue (activation), hits mostly activators; actives 1.8% (n = 410,000); note: potency is the fitted concentration of half-maximal effect; % of control where 0% means no effect; nearly all actives have a fitted effect of over 50% in size
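Readout is BacTiter-Glo luminescence of cell growth, so inhibitors register as activators. TDP-43-expressing yeast at OD600=0.02 in galactose medium, after raffinose pregrowth to mid-log, were incubated with compound for 24 hr at 30 deg C.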
aSyn rescue: qHTS of alpha-syn Inhibitors; actives 0.14% (n = 370,000); AID 652106, 2013; Potency, µM (series often up to 46.1 µM), inactives show top-dose growth rescue (activation), actives largely listed as activators; Yeast expressing alpha-synuclein, growth rescue, BacTiter-Glo, 24 h; note: potency is the fitted concentration of half-maximal effect; % of control where 0% means no effect; nearly all actives have a fitted effect of over 65% in size
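Screening used galactose-induced yeast with toxic alpha-synuclein levels, exposed to compound for 24 hr at 30 deg C. Cell growth, read with BacTiter-Glo luminescence, gave the measured signal.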
PTHR1 agonist: qHTS for PTHR1 Agonists: Primary Screen; Parathyroid hormone/parathyroid hormone-related peptide receptor (Homo sapiens), Q03431; HEK293 GP2 PTHR1 cells, GloSensor cAMP luminescence, 1 h; Potency, µM (series often up to 115 µM), for inactives: top-dose activation, actives largely listed as activators; actives 0.075% (n = 410,000); AID 743266, 2014; note: potency is the fitted concentration of half-maximal effect; nearly all actives have a fitted effect of over 55% in size; some results filed as inactive show a strong effect at the top dose; inactives centre near -15; many of its hits are not listed in these tables
Target sequence (Q03431 whole entry, looked up): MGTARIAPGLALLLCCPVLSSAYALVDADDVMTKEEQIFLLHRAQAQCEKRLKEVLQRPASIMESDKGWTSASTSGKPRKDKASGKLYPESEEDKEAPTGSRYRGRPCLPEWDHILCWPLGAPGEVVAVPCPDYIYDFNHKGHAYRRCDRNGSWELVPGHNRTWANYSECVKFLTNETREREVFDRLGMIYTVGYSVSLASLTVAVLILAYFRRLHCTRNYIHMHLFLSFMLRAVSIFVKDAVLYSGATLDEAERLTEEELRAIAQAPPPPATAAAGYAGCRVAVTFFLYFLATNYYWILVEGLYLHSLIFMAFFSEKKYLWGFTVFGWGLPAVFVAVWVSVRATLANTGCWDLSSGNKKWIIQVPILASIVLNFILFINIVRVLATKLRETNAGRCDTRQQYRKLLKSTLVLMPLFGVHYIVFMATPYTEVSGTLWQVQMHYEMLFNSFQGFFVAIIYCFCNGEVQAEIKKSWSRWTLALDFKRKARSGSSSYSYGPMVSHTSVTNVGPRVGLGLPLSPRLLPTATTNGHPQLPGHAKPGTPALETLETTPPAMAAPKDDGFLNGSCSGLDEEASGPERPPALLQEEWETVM
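HEK-293-derived GP2 cells expressing PTHR1 and a GloSensor cAMP reporter, 3,000/well, plated overnight, given luciferin plus IBMX (each 0.5 mM as added) for 1 h at 37 °C, then compound for 1 h at 37 °C. Luminescence was read after 15 min at room temperature.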
Akt phos inh: HTS Assay for Inhibitors of Akt Phophorylation: Primary Screen; actives 0.32% (n = 360,000); activity change, % for hits at 50 µM; Neuro2A IGF-stimulated pAkt S473 HTRF, 20 min; stronger effect = lower value; in the data active = activity change below about -80%; inconclusive = mostly about -51% to -80%; note: % is set by controls: 0 for no effect and ±100 for the full control effect
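Neuro2A cells (4,500/well, DMEM with 0.5% FBS) were treated with compound at a single 50 µM final concentration, stimulated with 6 nM IGF for 20 min at 37 °C, and lysed. Phospho-Akt Ser473 was read by HTRF as 665/615 ratio ×10^4.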
GLP1R inv ag: qHTS of GLP-1 Receptor Inverse Agonists (Inhibition Mode). HEK293 GLP-1R CRE-luciferase, luminescence, 24 h; GLP-1R form is constitutively active. Potency, µM (series often up to 38.3 µM), without a hit: at the highest dose activity change, negative = inhibition, usual class: inhibitors. AID 624417, 2012. Glucagon-like peptide 1 receptor (Homo sapiens), P43220. actives 1.6% (n = 410,000); note: potency is the fitted concentration of half-maximal effect; % is set by controls: 0 for no effect and ±100 for the full control effect; nearly all actives have a fitted effect of over 55% in size
Target sequence (P43220 whole entry, looked up): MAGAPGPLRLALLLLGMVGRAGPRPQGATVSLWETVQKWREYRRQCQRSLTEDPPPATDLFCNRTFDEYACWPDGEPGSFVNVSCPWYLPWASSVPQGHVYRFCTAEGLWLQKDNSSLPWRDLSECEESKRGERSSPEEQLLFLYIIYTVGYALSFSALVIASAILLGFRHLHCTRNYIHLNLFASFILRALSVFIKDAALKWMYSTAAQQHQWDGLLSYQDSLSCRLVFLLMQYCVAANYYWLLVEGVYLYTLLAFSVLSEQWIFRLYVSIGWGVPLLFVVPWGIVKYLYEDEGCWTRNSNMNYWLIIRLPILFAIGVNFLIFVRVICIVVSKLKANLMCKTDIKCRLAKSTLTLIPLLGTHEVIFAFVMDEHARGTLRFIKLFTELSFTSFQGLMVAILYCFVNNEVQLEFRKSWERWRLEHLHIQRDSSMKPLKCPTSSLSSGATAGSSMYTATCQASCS
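Readout was luciferase luminescence, measured 12 min after detection reagent at room temperature. Beforehand, GLP-1R reporter HEK293 cells had sat 12 h, then received compounds for 24 hr at 37 deg C.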
Abeta rescue: qHTS for compounds that reverse cellular toxicity of Amyloid beta (A-beta) peptide in yeast: Primary Screen; AID 1347071, 2019; yeast expressing A-beta42, growth rescue, OD600, 48 h; response scale: 0% DMSO, 100% iron-clioquinol control; Potency, µM (series often up to 46.1 µM), for inactives: at the top dose growth rescue, most hits filed as activators; actives 0.063% (n = 410,000); note: potency is the fitted concentration of half-maximal effect; nearly all actives have a fitted effect of over 55% in size
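Yeast A-beta toxicity model in growth medium with pinned compounds, 48 h at 30 C; growth read as absorbance at 600 nm. Normalized to FeCl3/clioquinol equimolar mix (positive) and DMSO (negative).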
FUS suppressor: qHTS for Suppressors of FUS Proteinopathy: Primary screen using FUS-linked yeast assay; actives 0.24% (n = 390,000); S. cerevisiae FUS-expressing, growth rescue, OD600, 24 h; AID 1347120, 2019; Potency, µM (top dose mostly 76.6 µM), without a hit: at the highest dose growth rescue (activation), usual class: activators;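 note: potency is the fitted concentration of half-maximal effect; plate controls were DMSO vehicle for no effect and reference control for full effect; nearly all actives have a fitted effect of over 55% in size; some results filed as inactive show a strong effect at the top dose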
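Yeast expressing FUS under galactose induction, OD 0.005 in 2% galactose medium; compounds in a dilution series, 24 h at 30C. Growth rescue by absorbance at 600 nm; CP55940 positive control, DMSO negative.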
GLP-1R agonist: qHTS of GLP-1 Receptor Agonists | AID 624172, 2012 | actives 0.007% (n = 380,000) | HEK293 GLP-1R CRE-luciferase, luminescence, 4-6 h; cells express a hypersensitive GLP-1R form | Glucagon-like peptide 1 receptor (Homo sapiens), P43220 | Potency, µM (highest dose often 45.6 µM), for the others: at the highest dose activation, usual class: activators; note: potency is the fitted concentration of half-maximal effect; % of control where 0% means no effect
The depositor's hits bear a star; i = inactive; ? = inconclusive; nt = not tested or not shown; [ ] = remark or other dose. Unless noted, calls come from the whole dose curve; as a rule, active = well fitted curve in the direction sought with a large enough effect; inconclusive = small, poorly fitted or top-dose-only effect, or another doubt; inactive = no such curve, though single readings can be large; an effect the other way counts as inactive or inconclusive. A portion of the library; rates above refer to the full screens.

Values run as follows: D3 antag | TDP-43 yeast inh | aSyn rescue | PTHR1 agonist | Akt phos inh | GLP1R inv ag | Abeta rescue | FUS suppressor | GLP-1R agonist
CN(Cc1ccccc1)C(=O)c1cc(S(=O)(=O)N2CCOCC2)cn1C
→ -5 | 17% | 5% | i | i | 2% | 0% | -21% | 1%
Cc1cccc(NC(=O)C(=O)C2C(=O)Nc3ccccc32)c1 (stereo unspecified)
→ -7 | -28% | 9% | i | i | 25% | 4% | -12% | 15%
Cc1noc(C)c1C(=O)N1CCN(c2cccc(Cl)c2)CC1
→ -2 | -8% | 8% | i | i | 14% | 4% | 3% | 10%
Cc1ccc(S(=O)(=O)NCCNC(C)c2ccc(Br)cc2)cc1 (stereo unspecified)
→ -6 | 6% | -1% | i | i | ? | 11% | nt | -2%
Cc1ccc(NC(=O)/C(Cl)=C\c2ccccc2)cc1
→ -16 | 0% | -19% | -92%[inhibitor] | i | 8% | -22% | 10% | 1%
CCOc1ccc(N(CC(=O)NCc2ccc(F)cc2)C(=O)c2ccco2)cc1
→ -13 | -2% | 2% | 17% | i | -1% | -12% | 23% | 10%
CCNc1nc(NCC)n2c(SCC(=O)Nc3ccccc3OC(F)F)nnc2n1
→ -21 | -11% | -4% | -17% | i | 3% | -12% | nt | 10%
COc1ccc(-c2cc(C3CCN(CC(O)C(F)(F)F)CC3)[nH]n2)cc1 (stereo unspecified)
→ -3 | 15% | 2% | -23% | i | -23% | -3% | -33% | -5%
Cc1cccc(C(=O)n2nc(C)c(S(=O)(=O)N3CCOCC3)c2C)c1
→ nt | -16% | nt | -33%[inhibitor] | nt | 14% | -14% | -1% | -4%
O=C(CCNS(=O)(=O)c1ccc2c(c1)CCC(=O)N2)Nc1ccc2c(c1)OCCO2
→ 24 | 1% | -5% | -24%[57.5 µM] | i | -18% | -7% | 20% | -6%
COc1ccc(CNC(=O)COC(=O)c2nc3nc(C)cc(C)n3n2)cc1
→ 22 | 11% | 6% | i | i | 9% | 5% | nt | -22%
COc1ccc(C(=O)c2cnc[nH]2)cc1
→ -30 | -27% | 1% | -1% | i | 2% | 2% | 8% | 3%
CCCCN(C(=O)c1ccc(S(=O)(=O)N(C)C)cc1)c1nc2ccccc2s1
→ 0 | -21% | 5% | -3% | i | 14% | -8% | nt | -10%
COc1ccc(C(=O)N2CCOC23CCN(c2ncccn2)CC3)cc1
→ -19 | -23% | 0% | 22% | i | 20% | -16% | 24% | 1%
CC(=O)c1ccc(NC(=O)c2nc(-c3ccccc3)n(-c3ccccc3)n2)cc1
→ nt | 18µM* | nt | -20% | nt | 4% | 0% | 19% | nt
CC(c1ccco1)N(C(=O)Nc1ccc(Cl)cc1)c1ccccn1 (stereo unspecified)
→ -9 | 18% | -6% | -2%[57.5 µM] | i | ? | -3% | -12% | 3%
Cc1c(C(=O)N/N=C/c2cccnc2)sc(=S)n1C
→ -27 | 14% | 1% | i | i | -5% | -9% | nt | 7%
OCC1(Cc2ccccc2C(F)(F)F)CCN(Cc2cccc3cnccc23)CC1
→ -13 | -3% | 7% | -20% | i | ? | 6% | 16% | 16%
O=C(O)CCc1nn2c3ccccc3nc2n(Cc2ccccc2)c1=O
→ 3 | 9% | -4% | -1% | i | 11% | -13% | -11% | 1%
O=C(Nc1ccc(Br)cc1)C1CC(O)CN1C(=O)Oc1ccccc1 (stereo unspecified)
→ 8 | -12% | -1% | 0% | i | -16% | 7% | 20% | 6%
COc1cc(S(=O)(=O)N(Cc2ccc(C)cc2)C2CCCCC2)ccc1-n1cnnn1
→ 5 | -18% | 1% | i | nt | 0% | 13% | 24% | -3%
CCN1CCCC1CNC(=O)C(=O)Nc1ccccc1OC (stereo unspecified)
→ 6 | 5% | -12% | -1%[57.5 µM] | i | 3% | 16% | -6% | -1%
Brc1ccc2[nH]c3c(NCc4ccccn4)ncnc3c2c1
→ -9 | 8% | -2% | -1% | i | ? | 2% | 2% | 9%
O=C(COc1ccc(Cl)cc1)NCC(c1ccco1)S(=O)(=O)c1ccccc1 (stereo unspecified)
→ nt | 6% | nt | -21% | nt | -16% | -14% | 23% | nt
Nc1nc(NCC2CCCO2)nc(Nc2ccccc2F)c1[N+](=O)[O-] (stereo unspecified)
→ -1 | 0% | -4% | i | i | 27% | -12% | 1% | 13%
COc1ncnc2c1ncn2CCCN1CCN(c2ccccn2)CC1
→ -9 | 16% | 10% | -16% | i | 12% | -4% | 3% | 1%
COc1ccc(C)cc1NC(=O)CSc1nnc(-c2ccccn2)n1Cc1ccco1
→ -23 | ? | 0% | i | i | 0% | -3% | 30% | 2%
Cc1cnc(CNC(=O)c2csc([C@@H]3O[C@H](CO)[C@H](O)[C@H](O)[C@H]3O)n2)cn1
→ 0 | -8% | -12% | i | i | 33%[activator] | -8% | -20% | 5%
Cc1ccc(NS(=O)(=O)c2cc3[nH]c(=O)c(=O)[nH]c3cc2C)cc1N(C)C
→ nt | 16% | nt | i | nt | 12% | -3% | -23% | nt
c1ccc(-c2cnc(CSc3ncnc4sccc34)o2)cc1
→ 6 | 22µM* | 3% | -3% | i | ? | -63%[inhibitor] | 14% | 33%
OC(CN1CCN(c2ccccn2)CC1)Cn1c2ccccc2c2ccccc21 (stereo unspecified)
→ 0 | 17% | 13% | -95%[inhibitor] | i | ? | 8% | 17% | 4%
CO/N=C/NC(=O)c1c(OC)ccnc1Oc1cccc(C(F)(F)F)c1
→ -30 | -18% | -1% | 28%[57.5 µM] | i | -13% | -15% | -1% | 1%
CN(O)/C=C1\C(=O)Nc2ccccc21
→ -25 | -14% | 0% | i | i | -15% | -12% | 14% | 7%
CCN(CC)C(=S)SCC(=O)c1ccc(F)cc1
→ 5 | ? | 0% | -10%[57.5 µM] | i | ? | 28% | -2% | 7%
COc1ccc(-c2nc(SCC(=O)N3CCC(C)CC3)n[nH]2)cc1
→ nt | 17% | nt | -35%[inhibitor] | nt | -1% | -6% | 20% | nt
Cc1cccc(NC(=S)NNC(=O)c2ccc(O)cc2O)c1C
→ -1 | 9% | -12% | i | i | ? | 5% | 20% | 0%
CCOC(=O)/C(=N\Nc1cccc(C(F)(F)F)c1)N(CCOC)CCOC
→ 22 | 20% | 0% | i | i | ? | 18% | 13% | -4%
COc1ccc(O)c(/C=N/NC(=O)c2ccc(OCc3cccc(Br)c3)cc2)c1
→ 34 | ? | -8% | -6%[57.5 µM] | i | 0% | -17% | 20% | -5%
Cc1cccc(Cn2cc3c(=O)n(CC(=O)Nc4ccc(C)c(F)c4)nc-3c3cc(F)ccc32)c1
→ nt | 17% | nt | -7% | nt | -13% | -14% | 11% | nt
O=C(Nc1ccc(Cl)cc1)c1csc([C@@H]2C[C@H](O)[C@@H](CO)O2)n1
→ -23 | 8% | -11% | i | i | -21% | -5% | -8% | -7%
Cc1cccc(NC(=O)Cn2cc(S(=O)(=O)N3CCCC3)c(S(=O)(=O)N3CCCC3)c2)c1C
→ nt | 12% | nt | i | nt | 2% | -20% | 22% | nt
Cc1oc(-c2cccc(Cl)c2)nc1CN1CCC(C(=O)NCc2ccco2)CC1
→ -24 | -8% | -6% | i | i | ? | 9% | -1% | 2%
Cc1nn(-c2ccc(F)cc2)c(-n2cccc2)c1C(=O)NCCc1ccc(Cl)cc1
→ nt | ? | -1% | -92%[inhibitor] | nt | ? | -19% | 41% | -5%
Cc1ccccc1OC(=O)c1cccnc1
→ -1 | 19% | 11% | i | i | 4% | 9% | -18% | 9%
CC(=O)CCc1ccc(OCCCCN2CCC(Cc3ccccc3)CC2)cc1
→ ? | -7% | 1% | i | i | ? | -11% | -2% | -4%
CCC(C)(C)NC(=O)CN(C(=O)CNS(=O)(=O)c1ccc(F)cc1)c1ccc2c(c1)OCCO2
→ 2 | 2% | 1% | -24% | i | 12% | -7% | 18% | 11%
Cc1ccc(C(=O)N(CC(=O)NC2CCCCC2)c2ccccc2C)s1
→ -10 | -13% | 0% | i | i | ? | -3% | 17% | 0%
CCN(CC)Cc1cc(NC2=NS(=O)(=O)c3ccccc32)ccc1OC(=O)c1ccccc1
→ -29 | 6% | -1% | i | i | -4% | -2% | nt | -2%
COc1ccc(C(=O)Oc2cc(/C=N/NS(=O)(=O)c3ccc(C)cc3)ccc2OC)cc1
→ -28 | 22% | 1% | -22% | i | 0% | 8% | nt | -11%
COc1ccc(CC(=O)Nc2cc(S(C)(=O)=O)ccc2Cl)cc1S(=O)(=O)N1CCOCC1
→ -21 | -1% | -5% | i | i | 21% | -4% | nt | 30%
N#Cc1nccc2ccc(OCc3ccc(Br)cc3)cc12
→ -6 | 0% | 0% | -21% | i | 42%[activator] | -15% | 4% | -7%
Oc1oc(-c2ccco2)nc1C=Nc1ccccc1
→ -23 | -2% | -24% | 8%[57.5 µM] | i | 15% | -8% | -12% | -2%
COC(=O)C1=CN(c2ccc(F)cc2)C(N)=C(C#N)C1c1ccc(-c2ccccc2)cc1 (stereo unspecified)
→ ? | 0% | 4% | i | i | ? | -7% | ? | nt
CC(=O)Nc1ccc(S(=O)(=O)N(C)CC(=O)OC(C)C(=O)NC2CCCCC2)cc1 (stereo unspecified)
→ 10 | -11% | -3% | i | i | 20% | 10% | 8% | 8%
